GPR151 ag: activators of human GPR151 | Q8TDV0 | PathHunter beta-arrestin GPR151 cells, luminescence | activation, % at 11.2 µM | 1% of 650,000 active | AID 1508602; in the data active = activation above about 4.9%;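 note: 0% = median of compound wells and 100% = cells with positive control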
Target sequence (Q8TDV0 whole entry, looked up): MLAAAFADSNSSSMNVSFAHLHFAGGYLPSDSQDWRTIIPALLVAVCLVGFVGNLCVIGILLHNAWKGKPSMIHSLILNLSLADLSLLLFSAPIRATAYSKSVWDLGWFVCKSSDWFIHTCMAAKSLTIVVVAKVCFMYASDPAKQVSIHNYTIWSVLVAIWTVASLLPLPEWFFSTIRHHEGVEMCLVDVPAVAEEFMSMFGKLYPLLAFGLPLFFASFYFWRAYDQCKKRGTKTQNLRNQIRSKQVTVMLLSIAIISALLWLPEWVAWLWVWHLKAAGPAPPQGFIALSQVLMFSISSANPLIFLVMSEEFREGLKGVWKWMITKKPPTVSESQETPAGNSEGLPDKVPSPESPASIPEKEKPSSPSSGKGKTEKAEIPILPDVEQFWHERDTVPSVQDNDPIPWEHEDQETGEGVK
FBW7 activator: activators of human E3 ligase FBW7. AlphaScreen FBW7–phospho-cyclin E peptide binding, activator screen. 0.13% of 650,000 active. normalized activity (activation), % at 26.1 µM; in the data active = normalized activity above about 1.9%;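 note: purified mutant Fbw7 with reduced substrate affinity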
TEAD-YAP block: TEAD-YAP interaction inhibition. HEK-TIYL cells, TEAD-Gal4/YAP UAS-luciferase luminescence. inhibition, % at 9.12 µM. 1.4% of 640,000 active; in the data active = inhibition above about 32%;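 note: 0% = median of test compound wells and 100% = reference inhibitor wells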
MITF inh: inhibitors of human MITF | O75030 | 0.91% of 650,000 active | AlphaScreen MITF homodimerization, bead proximity signal | inhibition, % at 2.6 µM; in the data active = inhibition above about 50%;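 note: 0% = vehicle wells with protein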
Target sequence (O75030 whole entry, looked up): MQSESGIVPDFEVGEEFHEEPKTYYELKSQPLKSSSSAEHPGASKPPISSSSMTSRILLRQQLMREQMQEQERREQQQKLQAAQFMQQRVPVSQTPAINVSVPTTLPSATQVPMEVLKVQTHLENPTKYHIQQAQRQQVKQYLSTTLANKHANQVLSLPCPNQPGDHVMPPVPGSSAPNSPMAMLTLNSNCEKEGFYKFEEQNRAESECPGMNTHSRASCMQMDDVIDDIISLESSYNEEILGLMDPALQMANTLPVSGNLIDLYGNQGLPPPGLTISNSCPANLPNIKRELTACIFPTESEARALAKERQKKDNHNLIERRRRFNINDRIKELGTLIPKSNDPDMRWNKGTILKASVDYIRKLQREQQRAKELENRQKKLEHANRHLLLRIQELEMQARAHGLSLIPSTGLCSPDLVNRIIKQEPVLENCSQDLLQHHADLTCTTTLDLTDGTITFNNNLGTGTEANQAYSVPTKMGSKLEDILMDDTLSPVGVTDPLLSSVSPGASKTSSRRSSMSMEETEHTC
An asterisk follows results filed as active; · = no result given.

Sample of the layout, 14 compounds:
SMILES	GPR151 ag	FBW7 activator	TEAD-YAP block	MITF inh
N/C(=N\OC(=O)COc1cccc2ccccc12)c1cccc([N+](=O)[O-])c1	0.2	0.0	-4	-4
Cc1ccc(C(=O)C(C)c2nc3ccccc3[nH]c2=O)cc1 (stereo not given)	0.8	0.7	8	7
Cc1ccc(S(=O)(=O)NC2COC(=O)C/C=C/[C@@H](C)[C@@H]3C=C[C@H](O)[C@@H](COC(=O)C/C=C/[C@H]2C)O3)cc1 (stereo not given in full)	0.0	0.0	·	2
COc1cccc(NC(=O)CSC2=NN3CCCC(=O)N=C3S2)c1	-0.1	-0.1	12	3
COc1ccc(-c2nc3c4c5c(sc4ncn3n2)C(C)(C)NC(C)(C)C5)cc1	-0.6	0.0	1	6
CCc1ccc(NC(=O)c2cc3c(CO)cnc(C)c3oc2=N)cc1	-0.6	-0.2	-8	-5
CCCCOc1cc2nc3c4ccccc4n(CCC(C)C)c3nc2cc1OCCCC	1.0	-0.2	10	19
Fc1ccc(C2CC(c3ccc4c(c3)OCO4)Nc3nnnn32)cc1 (stereo not given)	-0.2	-0.2	-11	3
O=C(Nc1ccc2nc(C3CC3)n(Cc3ccc(F)cc3)c(=O)c2c1)c1ccco1	0.5	0.0	-10	-4
FC(F)(F)c1cccc(CNc2ccnc(Nc3nccc4ccccc34)n2)c1	-1.0	-0.2	27	-3
CCCCNc1nc(OC(C(F)(F)F)C(F)(F)F)nc(N(CCC)CCC)n1	-2.6	0.2	4	21
COc1cccc(NC(=O)CSc2nc3ccccc3c(=O)n2CC2COc3ccccc3O2)c1 (stereo not given)	-1.6	-0.1	-11	5
CCCOC(=O)c1ccc(N2C(=O)C3CCCCC3C2=O)cc1 (stereo not given)	-1.8	-0.1	-6	2
COc1cc(-c2nc(C=Nc3ccc(I)cc3)c(O)o2)cc(OC)c1OC	0.5	0.1	4	6

The whole of this part, from the start:
SMILES	GPR151 ag	FBW7 activator	TEAD-YAP block	MITF inh
N/C(=N\OC(=O)COc1cccc2ccccc12)c1cccc([N+](=O)[O-])c1	0.2	0.0	-4	-4
Cc1ccc(C(=O)C(C)c2nc3ccccc3[nH]c2=O)cc1 (stereo not given)	0.8	0.7	8	7
Cc1ccc(S(=O)(=O)NC2COC(=O)C/C=C/[C@@H](C)[C@@H]3C=C[C@H](O)[C@@H](COC(=O)C/C=C/[C@H]2C)O3)cc1 (stereo not given in full)	0.0	0.0	·	2
COc1cccc(NC(=O)CSC2=NN3CCCC(=O)N=C3S2)c1	-0.1	-0.1	12	3
COc1ccc(-c2nc3c4c5c(sc4ncn3n2)C(C)(C)NC(C)(C)C5)cc1	-0.6	0.0	1	6
CCc1ccc(NC(=O)c2cc3c(CO)cnc(C)c3oc2=N)cc1	-0.6	-0.2	-8	-5
CCCCOc1cc2nc3c4ccccc4n(CCC(C)C)c3nc2cc1OCCCC	1.0	-0.2	10	19
Fc1ccc(C2CC(c3ccc4c(c3)OCO4)Nc3nnnn32)cc1 (stereo not given)	-0.2	-0.2	-11	3
O=C(Nc1ccc2nc(C3CC3)n(Cc3ccc(F)cc3)c(=O)c2c1)c1ccco1	0.5	0.0	-10	-4
FC(F)(F)c1cccc(CNc2ccnc(Nc3nccc4ccccc34)n2)c1	-1.0	-0.2	27	-3
CCCCNc1nc(OC(C(F)(F)F)C(F)(F)F)nc(N(CCC)CCC)n1	-2.6	0.2	4	21
COc1cccc(NC(=O)CSc2nc3ccccc3c(=O)n2CC2COc3ccccc3O2)c1 (stereo not given)	-1.6	-0.1	-11	5
CCCOC(=O)c1ccc(N2C(=O)C3CCCCC3C2=O)cc1 (stereo not given)	-1.8	-0.1	-6	2
COc1cc(-c2nc(C=Nc3ccc(I)cc3)c(O)o2)cc(OC)c1OC	0.5	0.1	4	6
CC(C)(C)C(=O)Nc1c(Cl)sc2nccc(=O)n12	-0.4	0.6	12	20
COc1ccccc1-n1c(SCC(=O)NCc2cccs2)nc2[nH]ncc2c1=O	-0.8	0.1	1	-7
COc1ccc(Cn2ccn(CC(=O)Nc3ccc(F)cc3)c(=O)c2=O)cc1	1.7	-0.2	11	2
Clc1cnc(N2CCN(c3ncccn3)CC2)c(Cl)c1	-0.7	0.0	-1	-5
Cc1cccc(NC(=O)c2snc3c(=O)[nH]cnc23)c1C	-0.3	-0.1	-3	-2
C=CCNC(=O)c1cc(Cl)ccc1[N+](=O)[O-]	0.9	0.0	7	3
CC1=Nc2ccccc2/C1=C/c1c(O)n(-c2ccccc2)c(=S)[nH]c1=O	-0.4	0.7	-14	20
CCOC(=O)C1=C(C)NC2=C(C(=O)C(C(=O)OCC)C(c3ccccc3OC)C2)C1c1ccsc1 (stereo not given)	-0.3	0.1	6	2
CCN1CCC(N(Cc2ccc(F)cc2)C(=O)Nc2ccccc2C)CC1	-2.1	0.7	0	8
CC(C)OP(=O)(OC(C)C)C(Nc1cccc([N+](=O)[O-])c1)c1cccc([N+](=O)[O-])c1 (stereo not given)	1.8	0.0	-10	4
Cc1cccc(-c2cccc(NC(=O)C3CCCN(Cc4nccs4)C3)c2)c1 (stereo not given)	1.4	0.1	10	3
NS(=O)(=O)c1ccc(O)c(NC(=O)CCl)c1	0.2	0.4	4	21
CS(=O)(=O)N(CC(=O)N1CCCCCC1)c1cccc(Cl)c1	0.6	0.1	-3	15
NC1=NC(=O)C(Cc2ccccc2)(c2ccccc2)O1 (stereo not given)	-1.3	0.9	-9	-5
CCCc1nc2cccnc2n1C1CCN(Cc2ccc[nH]2)CC1	-0.7	0.1	-10	-2
Cc1ccc(OC(=O)c2ccc3c(c2)C(=O)N(c2ccccc2)C3=O)cc1	-0.7	0.0	-6	-4
COc1ccc(NC(=O)c2ccc([N+](=O)[O-])c(C)c2)cc1Cl	1.2	-0.1	-72	6
CN(C(=O)c1ccccn1)C(Cc1ccccc1)C1CCN(C(=O)Cn2cccn2)CC1 (stereo not given)	-1.9	0.0	-10	2
O=C(COC(=O)Cc1ccc(Cl)cc1)NCC(F)(F)F	-0.3	-0.1	2	3
COc1ccc(C2C(C(=O)N3CCC(C)CC3)c3ccccc3C(=O)N2C)cc1 (stereo not given)	-0.8	0.1	12	-1
CCN1CCCC1CNC(=O)c1cccc(OC2CCN(CC(C)(C)C)CC2)c1 (stereo not given)	-0.7	0.0	-8	-20
Cc1ccc(C2CC(=O)NC3=C2C(=O)CC(c2ccc(F)cc2)C3)cc1 (stereo not given)	1.8	0.0	1	-1
O=C(C1CCCC1)N(CC1CCCO1)c1nc2ccccc2s1 (stereo not given)	-2.0	-0.1	-16	12
NC(=O)c1ccc(CNc2nccc(-c3ccccc3)n2)cc1	-1.2	0.1	-2	18
CNC(=O)c1ccsc1NC(=O)CSc1ccccc1	-1.1	0.0	-13	5
COC(=O)C1=CN(C(C)c2ccccc2)C=C(C(=O)OC)C1c1ccc(Cl)cc1Cl (stereo not given)	0.9	0.4	-2	3
COC(=O)c1ccc2c(c1)NC1=C(C(=O)CC(C)(C)C1)C(c1ccncc1)N2 (stereo not given)	0.7	0.2	-10	15
O=C(CSc1nc(=O)n(Cc2ccncc2)c2c1CCCC2)Nc1ccccc1	1.8	-0.1	3	-8
CCOc1ccccc1NC(=O)c1ccc([N+](=O)[O-])o1	2.4	0.0	18	10
CC1SCC(=O)N(CC(=O)NCCc2ccccc2)C1=O (stereo not given)	-0.3	0.5	1	-7
O=C(O)c1ccc(N2CCCCCC2)c([N+](=O)[O-])c1	-0.8	0.2	13	8
CC(C)Oc1ccc(C(=O)Nc2c3c(nn2-c2ccc(F)cc2)CS(=O)C3)cc1 (stereo not given)	0.7	0.1	5	0
CCOc1cc(/C=C2/C(=N)N3N=C(CC(C)C)SC3=NC2=O)ccc1OCCOc1ccc(C)c(C)c1	1.0	-0.1	10	18
Cn1cc(-c2cnn3c(NCCc4cccnc4)ccnc23)cn1	-0.6	-0.4	-37	-5
CC1CCC2(CC1)NC(=O)N(CCS(=O)(=O)Oc1ccc3ccccc3c1)C2=O (stereo not given)	-1.4	0.1	5	-6
CC(/C=N\NC(=O)CSc1nc(C)cc(C)n1)=C\c1ccccc1	9.4*	-0.1	10	8
CCCCCCCNC(=O)C(CC)NS(=O)(=O)c1ccc(OC)cc1 (stereo not given)	-0.6	0.9	5	13
COc1ccc(NC(=O)c2oc3ccc(CCC(C)=O)cc3c2C)cc1	-1.6	0.4	-26	10
COc1ccc(CNC(=O)CCS(=O)(=O)Cc2ccc(C)cc2)c(OC)c1	0.3	-0.3	10	1
Cc1cc(C)nc(NCC(O)COc2ccccc2C)n1 (stereo not given)	0.1	-0.3	6	12
CCOc1ccc(-n2cc(-c3ccccc3)c3c(N4CCN(c5ccc(OC)cc5)CC4)ncnc32)cc1	-0.3	0.0	0	-14
COC(=O)C1=C(C)N(c2ccc(OC)c(Cl)c2)C(=O)C1	0.1	-0.2	14	1
FC(F)(F)c1cccc(CNc2ccnc(-c3cccs3)n2)c1	0.3	0.0	1	-8
Cc1ccc(NC(=O)CN2N=NC3C(=O)N(c4cccc(Cl)c4)C(=O)C32)cc1 (stereo not given)	-0.8	0.1	12	7
COc1ccc(CCNC(=O)C2CCC(=O)N2C2CCCC2)cc1OC (stereo not given)	3.5	0.2	-1	6
CCOc1nc2ccccc2cc1/C=C/C(=O)O	0.0	0.0	-5	9
Following part
SMILES	GPR151 ag	FBW7 activator	TEAD-YAP block	MITF inh
Cn1c(=O)c2c(ncn2CC(=O)Nc2nc3ccc(S(C)(=O)=O)cc3s2)n(C)c1=O	0.4	-0.7	-2	-3
Clc1ccc2c(c1)C(c1ccccc1)=NNC(c1ccccc1)=N2	1.1	0.1	-2	2
COc1ccc(-n2c(SCC(=O)c3ccccc3)nc3sc4c(c3c2=O)CCCCC4)cc1	0.1	0.5	7	19
Cc1c(N=C2NN=C(c3cccs3)CS2)c(=O)n(-c2ccccc2)n1C	-1.2	0.0	-7	10
O=C(O)COc1ccc(NC(=O)COc2cccc([N+](=O)[O-])c2)cc1	1.4	0.4	2	4
COC(=O)c1ccc2c(=O)n(CCN3CCOCC3)c(SCC(=O)Nc3cc(C)[nH]n3)nc2c1	-1.3	0.8	10	11
OCCNc1nc(N2CCN(Cc3ccc4c(c3)OCO4)CC2)nc2c1ncn2C1CCCCC1	-1.2	-0.2	1	-2
Cc1ccsc1/C=N/NC(=O)c1sc(N)nc1C	-0.8	-0.1	-37	1
Cc1ccc(C#CC(O)C#Cc2ccccc2)cc1 (stereo not given)	0.4	-0.1	-5	-5
O=C(Nc1ccc(-c2nc3ccccc3s2)c(O)c1)c1ccc(F)cc1	0.1	0.0	-3	6
O=C(/C=C/c1ccc([N+](=O)[O-])s1)OCc1nc2ccccc2s1	0.2	-0.1	0	39
CCc1c(C)sc2nc(C(C)C)n3c(=O)n(CC(=O)NC(C)C)nc3c12	-1.7	1.2	9	5
Cc1ccnc(SCc2cc(=O)c(OC(=O)c3cccc(Cl)c3)co2)n1	-1.0	0.0	-1	28
C[C@@H]1CN(Cc2ccc3c(c2)CN(C(=O)c2ccc4ccccc4n2)CCO3)C[C@H](C)O1	-1.3	-0.2	3	0
CCCN(C=O)/N=C/c1ccc([N+](=O)[O-])cc1	-1.3	0.1	4	10
Nc1ccccc1SCC1CNC2Nc3ccccc3C(=O)N12 (stereo not given)	-1.1	-0.1	1	1
CCOc1ccc(/C(O)=C2\C(=O)C(=O)N(c3nnc(C)s3)C2c2ccc(Cl)cc2)cc1 (stereo not given)	-0.1	-0.1	-4	-3
CCOC(=O)c1ccc(NC(=O)/C=C2\SC(=O)NC2=O)cc1	0.6	0.0	6	13
COc1ccc(NC(=O)CN2C(=O)CC(c3ccco3)Sc3ccccc32)cc1 (stereo not given)	-0.1	-0.1	6	1
COc1ccc(CNc2nc3nc(C)c(Cl)c(C)n3n2)cc1	0.9	0.0	-35	-1
Cc1cc(-c2ccc(N=Nc3ccc4c(S(=O)(=O)O)cc(S(=O)(=O)O)c(N)c4c3O)c(C)c2)ccc1N=Nc1ccc2c(S(=O)(=O)O)cc(S(=O)(=O)O)c(N)c2c1O	0.4	0.1	·	78*
COc1ccc(N2CCN(C(=O)COc3cc(C)cc(C)c3)CC2)cc1	0.9	-0.1	2	-10
O=C(CSc1nccn1Cc1ccc2c(c1)OCO2)NC1CCCCC1	-0.1	0.0	3	2
CC(=O)c1ccccc1-c1ccc2c(c1)CC(CNC(=O)Cc1cscn1)O2 (stereo not given)	1.1	-0.1	10	-14
O=C(Nc1cccc(F)c1)OCc1ccccc1	-1.4	0.1	-58	-15
CCOc1ccc(S(=O)(=O)N2C(C)CCCC2C)cc1 (stereo not given)	-2.0	0.7	-1	5
COc1ccc(CNC(=O)c2cc3c(=O)oc4ccccc4c3s2)cc1	0.0	0.0	3	7
COCC(C)NC(=O)c1cnn2c(C(F)F)cc(-c3ccccc3OC)nc12 (stereo not given)	0.1	0.4	14	-3
c1ccc(CCc2nnc3n2CCN(Cc2cccn2-c2cccnc2)CC3)cc1	0.2	0.0	-4	7
COCc1cc(C)nc(SCC(=O)c2ccc([N+](=O)[O-])cc2)c1C#N	-0.6	-0.1	22	14
O=C(Nc1ccccc1)N1CCC2(CC1)OCc1cc(-c3ccco3)ccc1O2	-1.0	0.0	12	10
CCOC(=O)c1c(O)c2ccccc2n(CC)c1=O	-1.0	-0.1	0	-1
Cc1ccccc1S(=O)(=O)/N=C(\Nc1ccccn1)c1ccccc1	1.2	-0.1	-7	-7
CCC(=O)N1CCc2cc(OC)c(OC)cc2C1COc1ccc(CC)cc1 (stereo not given)	0.1	-0.1	-14	7

High-throughput results deposited in PubChem by The Scripps Research Institute Molecular Screening Center.
